Screening data as filed in PubChem.
ERp5 inh – blocks human ERp5 reductase activity on insulin | ERp5 insulin aggregation, absorbance 650 nm, 90 min | inhibition, % at 9.99 µM | hit rate 0.05% among 350,000 | AID 651711;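 active means mean replicate inhibition above about 25%, with every replicate also reaching it, limit read from the data, passing the limit was not always enough; inconclusive means only one of those two criteria met; inactive means neither criterion met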
Target sequence (Q15084 whole entry, looked up): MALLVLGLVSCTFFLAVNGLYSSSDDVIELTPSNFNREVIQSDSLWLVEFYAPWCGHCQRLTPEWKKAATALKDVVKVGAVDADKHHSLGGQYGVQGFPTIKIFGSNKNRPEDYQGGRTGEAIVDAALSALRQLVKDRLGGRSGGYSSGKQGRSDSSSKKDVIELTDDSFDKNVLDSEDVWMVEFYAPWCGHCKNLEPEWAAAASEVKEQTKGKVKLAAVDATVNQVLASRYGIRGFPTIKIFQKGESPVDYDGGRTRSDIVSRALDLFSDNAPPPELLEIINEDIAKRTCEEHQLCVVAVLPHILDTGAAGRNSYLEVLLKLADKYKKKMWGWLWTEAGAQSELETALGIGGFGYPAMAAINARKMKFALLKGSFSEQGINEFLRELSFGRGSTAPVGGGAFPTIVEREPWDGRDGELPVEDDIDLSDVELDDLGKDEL
ARNT TACC3 PPI – ARNT/TACC3 interaction disruption; AlphaScreen His-ARNT PAS-B/GST-TACC3 binding, luminescence; TACC3 fragment carries E629A point mutation; inhibition, % at 9.99 µM; hit rate 0.66% among 390,000; Q9Y6A5; AID 623870;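 active means mean inhibition of replicates at least 50% and at least half of replicates each reaching 50%; inconclusive means half or more replicates reach 50% but mean below 50%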;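 further: 0% = complete ARNT plus TACC3 wells and 100% = ARNT alone without TACC3; many hits fall short of the cut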
F508del corr – CFTR F508del correction in bronchial cells; activity (quench increase), % at 7.58 µM; CFBE cells, YFP halide quenching; stimulated with forskolin plus potentiator P3; % fluorescence drop versus neutral controls; hit rate 0.36% among 350,000;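 active means mean added fluorescence quench of at least 8% versus neutral control, with both replicates also reaching 8%; inconclusive means only one of the mean or replicate conditions met; inactive means mean below 8% and not both replicates reaching 8%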;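 further: cells transiently co-express mutant CFTR-F508del with the halide-sensitive YFP; corrector assay measuring rescue of mutant channel to the surface after 24 h compound exposure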
PAX8 inh HTS – inhibitors of PAX8 transcriptional activity in RMG-I cells | RMG-I TPO-luciferase reporter, SteadyGlo, 24 h | inhibition, % at 12.6 µM | hit rate 1.2% among 360,000 | AID 652154;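 active means mean replicate inhibition at least 60% with every replicate also reaching 60%; inconclusive means only one of the two criteria is met; inactive means mean below 60% and not all replicates reaching 60%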;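 further: luciferase light reporting Pax8 driven TPO promoter activity; plate controls were median of neutral control wells for no effect and mitoxantrone controls for full effect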
DENV2 CPE rescue – protects cells from dengue virus 2 cytopathic effect; DENV2-infected cells, cytopathic effect rescue, plate reader; CPE inhibition, % at 9.99 µM; hit rate 1.7% among 350,000; AID 651640; in the data active means CPE inhibition above about 20%, passing the limit was not always enough; inconclusive means no clear call, values can overlap the other calls; tested in BHK-21 cells;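 further: 0% = median of neutral control wells and 100% = median of positive control wells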
GSIS activator – GLuc luminescence reporter in INS-1E cells, primary screen for activators of glucose-dependent secretion of insulin; INS-1E GLuc reporter insulin secretion, 2-3 h; activation, % at 16.6 µM; hit rate 0.61% among 370,000;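 active means lowest replicate activation of at least 40%, so every replicate reaches that level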;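 further: 0% = median of neutral control wells and 100% = median of IBMX positive control wells; some compounds called inactive have numbers as strong as hits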
EWS-Fli block – inhibitors of EWS/Fli oncoprotein transcriptional activity; A673 NR0B1-luciferase reporter, viability-normalised; hit rate 0.67% among 350,000; inhibition, % at 12.6 µM;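 active means mean inhibition of at least 50% after viability correction, with every replicate also passing that limit; inconclusive means mean reaches 50% but only one of two replicates passes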;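 further: firefly luciferase signal divided by Alamar Blue viability fluorescence both relative to DMSO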
XiGFP reactiv – activators of X-chromosome reactivation in mouse fibroblasts | XiGFP mouse fibroblasts, % GFP-positive cells imaging, 3 d; cells co-treated with 5-aza-dC sensitizer; scaled so ellipticine positive control = 100% | activation, % at 7.58 µM | hit rate 0.055% among 360,000;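 active means mean normalized replicate activation at least 10% and every replicate at or above 10%; inconclusive means only one of the two criteria met; inactive means mean below 10% and not all replicates reach 10%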;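 further: 0% = median of on-plate neutral control wells and 100% = ellipticine 6 µM median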
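material = 68-5-11 XiGFP fibroblast line | medium = DMEM plus 5-aza-dC sensitizer | schedule = 3 days compound exposure | benchmarks = positive control ellipticine, 6 µM final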
Starred values were filed as active, the others as inactive; u = inconclusive; x = not tested or not shown; & = joins results of further samples.

SMILES	ERp5 inh	ARNT TACC3 PPI	F508del corr	PAX8 inh HTS	DENV2 CPE rescue	GSIS activator	EWS-Fli block	XiGFP reactiv
O=C(C1=C[C@@H](c2ccc3c(c2)OCO3)C[C@@H](OCc2ccc(CO)cc2)O1)N1CCN(Cc2ccc3c(c2)OCO3)CC1	-1&0	9&7	5.2&5.2	-17	-1&3	x	-2&6	x
CSC12CCCN(CCC(C(C)(C)C)C1)C2=O (stereo not drawn)	9	x	0.7	-10	-3	x	4	0.1
N#Cc1c(-c2ccc(F)cc2)cc(-c2cccs2)nc1SCC(=O)O	0	6	-3.2	5	-2	-46	12	0.1
Cc1ccc(-n2cc(CN3CCC(CO)(Cc4ccccc4)CC3)cn2)cc1	3	x	1.6	-5	1	-3	4	-0.8
COc1ccc(NC(=O)C[C@H]2C(=O)N(Cc3ccccc3)C[C@@H]2c2ccc(OC)cc2)cc1	-2	x	1.1	-12	8	-11	-5	0.4
C[C@@H]1CCCCO[C@@H](CN(C)Cc2ccc(C(F)(F)F)cc2)[C@H](C)CN([C@@H](C)CO)C(=O)c2cc(NS(=O)(=O)c3ccc(Cl)cc3)ccc2O1	0	1	3.8	103*	-1	-13	18	-0.1
O=C(Cn1nnc2ccccc21)c1ccccc1	-7	-9	-2.2	-29	-2	14	-31	-0.1
CCCC(=O)Nc1ccc2c(c1)C(=O)N(C)[C@@H]1CC[C@@H](CC(=O)Nc3cn(C)nc3C)O[C@H]1CO2	6	10	-2.2	1	10	-2	-3	0.3
COC(=O)C[C@H]1CC[C@@H](NS(=O)(=O)c2ccc(C)cc2)[C@@H](CO)O1	-5	x	-0.5	-27	0	8	-4	1.0
O=C(COc1ccc(Cl)cc1)N1CCN(C(=O)c2ccccc2F)CC1	0	6	1.3	13	6	-2	7	-0.1
CO[C@@H]1CN(C)C(=O)c2ccc(NC(C)=O)cc2OC[C@H](C)N(S(=O)(=O)c2cn(C)cn2)C[C@H]1C	-3	-11	-1.4	-15	0	6	-7	0.0
O=C(C1CCOCC1)N1CC(=O)N2[C@H](CO)[C@H](c3ccc(Br)cc3)[C@H]2C1	-1	x	-0.8	-13	9	13	-2	0.0
O=C(Nc1ccc(F)cc1)N1CCCCN2[C@H](CO)[C@@H](c3ccc(-c4cccc(F)c4)cc3)[C@H]2C1	0	8	4.3	-18	-23	-22	9	0.0
O=C1NC(=S)SC1=Cc1cc(Br)ccc1O	3	6	2.2	-12	1	-42	8	0.1
COc1ccc(/C=C2/CCCC(C(=O)C(F)(F)F)=C2O)cc1OC	3	10	-0.8	u	4	-11	31	0.0
CCOc1ccc(/C=N/n2nnnc2N)cc1OCC	-3	3	0.0	2	27*	x	8	0.2
CCc1nn2c(N3CCOCC3)cc(C)nc2c1-c1ccccc1	2	3	-0.1	9	-5	8	-4	0.3
CCc1ccc2nc3sc(C(=O)Nc4nnc(CC)s4)c(N)c3cc2c1	8	-4	2.2	x	-3	-5	-73	x
CCOC(=O)c1ccccc1NC(=O)Cn1cnc2c(nnn2-c2ccc(C)cc2)c1=O	8	-3	-3.5	-1	-5	0	-5	1.1
Cc1ccc(S(=O)(=O)/N=C(/Nc2ccccc2C)c2ccccc2)cc1	4	-4	0.1	x	-1	-19	-1	0.1
Cc1cc(C)cc(-n2c(C)cc(/C=N\NC(=O)COc3cccc4cccnc34)c2C)c1	7	3	0.9	2	2	-3	-16	0.0
O=S(=O)(Nc1ccc(-c2ccc3nncn3n2)cc1)c1cc(F)ccc1F	-3	1	-3.5	-19	-5	18	15	0.0
O=C(C[C@H]1C=C[C@@H](NC(=O)CCN2CCCCC2)[C@H](CO)O1)Nc1ccc(-c2ccccc2)cc1	-5	-7	1.1	-9	4	12	-8	-0.4
CC(=O)Nc1ccc(S(=O)(=O)N2CCSC2c2ccco2)cc1 (stereo not drawn)	1	4	-1.0	2	-4	2	3	0.8
C[C@H]1CN([C@@H](C)CO)C(=O)c2cc(NC(=O)CCN3CCOCC3)ccc2O[C@@H]1CN(C)S(=O)(=O)c1ccc(Cl)cc1	1	-3	-0.8	-2	-10	-1	-8	-0.8
Cc1ccc(S(=O)(=O)N2C[C@@H]3c4ccccc4N(S(=O)(=O)c4ccc(C)cc4)[C@@H]3[C@@H](C)C2CC(=O)c2ccccc2)cc1 (stereo partly drawn)	2	1	2.0	17	-6	1	18	0.2
CC1CCN(c2nc3c(c(=O)[nH]c(=O)n3C)n2CCCc2ccccc2)CC1	2	7	-1.0	-19	5	4	3	0.2
FC(F)(F)c1cccc(N2CCN(Cc3ccoc3)CC2)c1	-2	-23	-1.8	x	-2	-39	-15	x
Cc1ccc(NC(=O)CN2CCC(C(N)=O)CC2)cc1[N+](=O)[O-]	12	-1	0.6	12	-5	12	5	0.1
Cn1cc(CN2CCC(C(O)CCc3ccccc3)CC2)c(-c2ccccc2F)n1 (stereo not drawn)	1	-3	1.0	2	1	-14	7	-0.1
Cc1ccccc1-c1ccccc1[C@H]1[C@@H](C#N)N(C(=O)c2cccc(F)c2)[C@H]1CO	3	x	0.3	x	-8	1	0	0.0
CC(C)NC(=O)c1onc(CSc2ccc(Cl)cc2)c1C(=O)NC(C)C	x	-6	-2.3	-5	x	-7	-13	0.0
CCC1CCCCN1Cc1nc(Cc2ccccc2Cl)no1 (stereo not drawn)	-1	-22	2.4	2	-2	x	-1	0.0
Cc1nnc2ccc(-c3ccc(NS(=O)(=O)c4ccccc4F)cc3)nn12	3	-11	1.9	-13	-1	21	9	0.1
CCCn1c(SCC(=O)Nc2cccc(F)c2)nc(O)cc1=O	4	x	-4.3	9	11	2	8	0.4
O=C(c1ccccc1F)N1C[C@H]2[C@@H](c3ccccc31)[C@H](CO)N2C(=O)c1ccccc1	1	-7	1.0	8	-13	19	3	0.0
Cc1noc(C)c1C(=O)Nc1cc(S(=O)(=O)N2CCCCC2)ccc1N(C)C	2	-4	-3.0	-4	-5	5	3	0.3
Cc1nc(SCC(=O)NC(=O)NC2CCCCC2)nc(C)c1C	3	-6	-0.4	12	u	8	6	0.0
COc1cc(/C=N/NC(=O)CNC(=O)c2cccs2)ccc1O	7	-15	x	15	-3	46*	3	0.5
COc1ccc(N(CC(=O)Nc2cc([N+](=O)[O-])ccc2C)S(C)(=O)=O)cc1OC	-6	-6	-1.0	11	15	16	1	-0.2
O=C(N[C@H]1CC[C@H](CCn2cc(C3(O)CCCC3)nn2)O[C@H]1CO)C1CCCCC1	-2	-9	1.7	11	-2	-11	-1	0.1
Cc1cccc(C)c1NC(=O)NN(C(=O)c1ccccc1)C(C)(C)C	-1	-1	-3.2	36	-6	4	-10	0.0
CN(C)c1cccc2c1c(NC(=O)Nc1ccccc1)nn2C	5	2	0.5	17	-5	9	-4	0.0
Cc1nc2sc(C(c3cccs3)N3CCOCC3)c(O)n2n1 (stereo not drawn)	5	1	0.9	7	u	-3	-4	0.0
CN(C)S(=O)(=O)c1ccc(Cl)c(NC(=O)CN2C(=O)NC3(CCc4ccccc43)C2=O)c1 (stereo not drawn)	-3	-2	-1.9	5	-3	-12	0	0.0
O=C(Nc1nnc(SCc2ccc(F)cc2)s1)c1ccc2c(c1)C(=O)N(c1ccccc1Cl)C2=O	-1	0	1.3	-2	4	-3	-9	0.0
COc1cccc(C#Cc2ccc3c(c2)[C@@H]2[C@@H](CCN2C(=O)CC2CC2)[C@@H](CO)N3)c1	3	-2	-1.8	-27	-5	4	-6	0.0
COc1ccc(S(=O)(=O)N2CCCC2)c2ccccc12	1	-4	0.3	4	-8	12	3	-0.1
CCOC(=O)CC(NC(=O)Cn1nnc(-c2ccccc2Cl)n1)c1ccc(OC)cc1 (stereo not drawn)	6	x	x	9	-7	-21	0	1.0
Cc1cccc(NC(=S)NCCc2ccccc2)c1C	3	-1	-0.3	-3	-3	0	-3	0.3
CC(=O)Nc1cccc(/C(C)=N/NC(N)=S)c1	11	16	-3.8	-6	-3	10	1	0.2
COC(=O)[C@@]1(Cc2ccc(F)cc2)[C@H]2c3cc(C(=O)N(C)C)n(CC4CC4)c3C[C@H]2CN1C(=O)c1ccccc1	5	x	2.8	4	0	-34	10	0.0
Cc1cccc(C)c1OCC(=O)Nc1ccccc1N1CCCCC1	-1	-8	-1.6	32	0	-15	-9	3.0
C[C@@H]1CN([C@@H](C)CO)C(=O)c2cc(NS(=O)(=O)c3cccs3)ccc2O[C@@H](C)CCCCO[C@@H]1CN(C)C(=O)NC1CCCCC1	1	-5	0.6	2	-2	-3	-4	0.3
O=C(c1ccc2c(c1)N(Cc1ccc(F)cc1)C(=O)c1ccccc1S2(=O)=O)N1CCN(c2ccccn2)CC1	7	3	3.9	21	9	3	-21	0.0
CC(=O)N1[C@@H]2c3ccc(C4=CCCCC4)c(=O)n3C[C@H]1[C@H](CO)[C@H]2C(=O)NC1CCC1	-1	0	2.1	-11	-4	-4	-1	0.0
Cc1ccc(C2(c3noc(CN4CCC(C(=O)N5CCOCC5)CC4)n3)CCCC2)cc1	0	-6	0.5	-10	1	-15	-5	-0.2
O=C(COC(=O)c1ccccc1NCCO)Nc1cccc(S(=O)(=O)NC2=NCCCCC2)c1	1	3	4.3	11	-2	29	0	0.4
O=[N+]([O-])c1cccc(S(=O)(=O)N2CCN(c3ccccn3)CC2)c1	0	-4	2.4	-10	-1	-9	-2	0.0
COc1ccccc1NC(=O)[C@@H]1CCCN1S(=O)(=O)c1ccc(Cl)cc1	-2	-2	0.8	9	5	10	1	0.1
Next records follow.
SMILES	ERp5 inh	ARNT TACC3 PPI	F508del corr	PAX8 inh HTS	DENV2 CPE rescue	GSIS activator	EWS-Fli block	XiGFP reactiv
O=C(NCc1cccnc1)c1cc(C2CCCCN2S(=O)(=O)c2cccc3cccnc23)on1 (stereo not drawn)	-2	x	-3.5	18	u	-1	-21	0.0
CCCN1C[C@@H](C)[C@@H](OC)CN(C)C(=O)c2cc(NC(=O)Nc3c(C)noc3C)ccc2OC[C@@H]1C	2	-12	-1.1	-14	4	6	0	0.7
COc1ccc(N(CC(=O)NCc2ccccc2)S(=O)(=O)c2c(C)n[nH]c2C)cc1	-2	0	1.0	-7	3	3	1	0.3
COC(C[C@H](O)[C@H](C)[C@@H](O)COCc1ccccc1)OC	-2	-7	-1.4	4	-3	23	4	0.0
CCC(CO)Oc1cc(NCc2ccc(C(F)(F)F)cc2)c2ncn(C(C)C)c2c1 (stereo not drawn)	1	8	0.5	20	1	-7	-3	0.4
COc1ccc(-c2nc(=S)c3c([nH]2)Oc2ccc(C)cc2C3)cc1O	4	1	1.7	8	3	x	37	0.0
O=C(CN1CCN(Cc2ccccc2)CC1)N/N=C/c1ccco1	1	-1	0.0	-1	-1	-8	1	0.0
Cc1nn2c(N3CCN(CCO)CC3)c3c(nc2c1-c1ccccc1)CCCC3	5	3	-5.8	0	18	-4	5	0.2

Filtered by structure: the entries above with bromine.
SMILES	ERp5 inh	ARNT TACC3 PPI	F508del corr	PAX8 inh HTS	DENV2 CPE rescue	GSIS activator	EWS-Fli block	XiGFP reactiv
O=C(C1CCOCC1)N1CC(=O)N2[C@H](CO)[C@H](c3ccc(Br)cc3)[C@H]2C1	-1	x	-0.8	-13	9	13	-2	0.0
O=C1NC(=S)SC1=Cc1cc(Br)ccc1O	3	6	2.2	-12	1	-42	8	0.1
